Compound activity as filed in PubChem BioAssay.
IEC-6 cytotox: kills IEC-6 intestinal cells in KLF5 counter-screen; IEC-6 cytotoxicity, luminescence viability; inhibition, % at 5 µM; actives 0.78% (n = 290,000); AID 1825; in the data active = inhibition above about 22%;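 note: 0% = plate median of test compound wells and 100% = cytotoxic reference compound wells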
HDAC3 inhib: inhibitors of human histone deacetylase 3 | O15379 | recombinant HDAC3, fluorogenic peptide/trypsin coupled, fluorescence | inhibition, % at 8.3 µM | actives 0.15% (n = 320,000); in the data active = inhibition above about 26%, passing the limit was not always enough; inconclusive = no clear call, values can overlap the other calls
Target sequence (O15379 whole entry, looked up): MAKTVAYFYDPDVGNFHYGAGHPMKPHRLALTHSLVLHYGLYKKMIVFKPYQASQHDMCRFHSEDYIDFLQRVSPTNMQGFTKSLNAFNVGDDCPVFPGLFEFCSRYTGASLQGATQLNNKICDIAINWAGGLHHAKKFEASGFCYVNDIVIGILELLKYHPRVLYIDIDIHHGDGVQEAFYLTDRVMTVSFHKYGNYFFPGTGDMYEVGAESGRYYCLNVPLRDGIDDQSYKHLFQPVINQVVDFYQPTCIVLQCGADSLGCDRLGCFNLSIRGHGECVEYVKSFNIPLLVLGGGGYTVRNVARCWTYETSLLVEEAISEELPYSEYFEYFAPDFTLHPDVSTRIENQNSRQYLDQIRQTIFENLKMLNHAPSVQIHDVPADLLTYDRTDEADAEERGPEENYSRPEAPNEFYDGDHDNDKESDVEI
Platelet DG rel: modulates dense granule release in human platelets; human platelet-rich plasma, SFLLRN dense granule ATP release, luminescence; inhibition, %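 (compounds screened at 7.5 µM in platelet-rich plasma)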; actives 0.22% (n = 300,000);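 active = mean replicate score, as percent of positive control, at or above 50; inconclusive = mean below 50 but at least one replicate at or above 50; inactive = mean and every replicate below 50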
HIF activator: HIF pathway transcriptional activation; AID 1910; activation, % at 7.5 µM (by protocol); actives 0.32% (n = 300,000); U2OS HRE-luciferase reporter, luminescence; normalized: DMSO 0%, desferrioxamine 100%;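 active = mean activation of at least 10% of the iron chelator positive control signal, with at least half of replicates also reaching 10%; inconclusive = mean and replicate majority disagree about reaching 10%; inactive = mean and most replicates under 10%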
aSyn 5UTR inh: MLPCN primary screen, SNCA 5' untranslated region. inhibition, % (tested at 7.5 µM). alpha-synuclein 5'UTR reporter, inhibitor activity. actives 0.82% (n = 300,000); in the data active = inhibition above about 60%; inconclusive = no clear call, values can overlap the other calls;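 note: H4 neuroglioblastoma cells stably carrying SNCA 5'UTR luciferase fusion; 0% = DMSO wells and 100% = positive control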
AI-2 QS modul: modulators of Vibrio harveyi AI-2 quorum sensing system | AID 2094 | activity change, % at 7.5 µM | actives 0.4% (n = 300,000) | Vibrio harveyi JMH597 AI-2 luminescence/OD600 ratio, 9 h; hits give low values; strain lacks LuxN and CqsS sensors; 0 = neutral-control median; in the data active = activity change below about -75%, passing the limit was not always enough; inconclusive = no clear call, values can overlap the other calls;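 note: luminescence divided by OD600 gain over 9 h not by final OD600 alone; inactives centre near 13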
HSF-1 act: increases HSF-1 driven luciferase reporter signal. actives 1.7% (n = 300,000). AID 504408. activation, % at 9 µM. NIH3T3-HGL HSF-1 luciferase reporter, MG132, 8 h; 100% = twice DMSO control signal;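 active = mean replicate activation of at least 50% with a set share of replicates each reaching 50%; inconclusive = only one of those two conditions met; inactive = mean below 50% and too few replicates reaching it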;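 note: 0% = median of the neutral control wells and 100% = twice that signal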
HSP90 refold inh: HSP90 refolding inhibition in rabbit reticulocyte lysate | inhibition, % at 5.6 µM | actives 0.91% (n = 290,000) | luciferase refolding luminescence, 3 h | AID 1789;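 active = inhibition above the screen-wide mean plus 3 SD, computed separately per campaign, cut at about 16% in these data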;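 note: 0% = DMSO wells and 100% = 60 µM geldanamycin wells; inhibitors lower the luminescence because luciferase stays unfolded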
KLF5 inhibitor: suppresses KLF5 promoter-driven expression; inhibition, % at 5 µM; AID 1700; actives 0.23% (n = 290,000); DLD-1 KLF5 promoter-luciferase reporter, luminescence;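 active = inhibition above a per-plate limit of that plate's mean compound inhibition plus 3 SD, cut at about 60% in these data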;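 note: 0% = DMSO wells and 100% = LY294002 at 200 µM; higher means less KLF5 promoter-driven luciferase light; inactives centre near -14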
HSF1 inhib: HSF1 inhibition; AID 2098; NIH3T3-HGL HSE-luciferase, MG132-induced, luminescence 8 h; hits give low values; activity change, negative = inhibition, % at 7.5 µM (by protocol); actives 0.77% (n = 300,000);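 active = more than half of replicate wells show activity change below -50%, luminescence cut by over half; inconclusive = some wells, but at most half, below -50%; inactive = no replicate well below -50%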;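 note: luciferase reports HSF-1 transcriptional activity via heat shock element; 0% = median of DMSO wells and -100% = zero luminescence signal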
* = called active by the depositor; u = inconclusive; x = not tested or not shown.

Structure,IEC-6 cytotox,HDAC3 inhib,Platelet DG rel,HIF activator,aSyn 5UTR inh,AI-2 QS modul,HSF-1 act,HSP90 refold inh,KLF5 inhibitor,HSF1 inhib
Cc1ccc(NC(=S)N(Cc2ccco2)C(C)c2cccs2)cc1 (centres undefined),-2,-2,-2,0.3,-2,17,15,2,-45,1
O=C(CN1C(=O)C2CCCCC2C1=O)Nc1nc2ccc(F)cc2s1 (centres undefined),x,2,-27,0.5,6,-27,-2,x,x,0
CCOC(=O)C1=C(CS(=O)(=O)c2ccc(C)c(C)c2)NC(=O)NC1c1ccc(O)cc1 (centres undefined),0,2,-5,0.1,4,7,3,3,-37,-3
CCN(CC)C(=O)CNc1ccc(C(F)(F)F)cc1[N+](=O)[O-],2,-6,-8,0.1,-21,4,12,-1,-10,2
COCc1cc(C)nc(Nc2ccccc2C)c1C#N,-1,0,1,-1.0,15,9,-3,-1,-14,-7
CC(c1ccc(F)cc1)n1c(-c2ccc3ccccc3n2)n[nH]c1=S (centres undefined),0,10,9,-0.4,-5,17,6,3,10,-3
CN1c2ccccc2-c2nc3ccccc3n2C1c1ccccn1 (centres undefined),2,-117,-1,-0.5,-2,15,13,-1,-12,8
Cc1cccc(-n2c(CNC(=O)c3ccc(S(=O)(=O)N4CCCCC4)cc3)n[nH]c2=S)c1,2,8,-4,0.1,21,6,-11,1,13,-7
CC(C)(C)c1ccc(/C=C/C(=O)Nc2ccncc2)cc1,8,5,-8,1.1,-77,16,56*,0,-15,40
CC1CCN(Cc2nnnn2CCCC(=O)NC(c2ccccn2)C(F)(F)F)CC1 (centres undefined),1,-3,14,-0.1,-3,26,-13,-1,-43,-4
COc1cc(CN2CCN(Cc3ccccc3C(F)(F)F)CC2)cc(OC)c1OC,-4,1,3,-24,-6,30,7,5,-10,3
CSc1nc2cc(C)nn2c(-c2ccccc2Cl)c1C#N,-1,4,10,0.3,2,9,10,4,-32,-1
CCNC(=O)C1CC(=O)N(CCCc2ccccc2)C(=Nc2ccccc2)S1 (centres undefined),0,-5,5,-0.6,-37,17,7,1,1,3
C=C(C(=O)c1ccccc1)C(c1ccccc1)C(C)C(=O)c1ccccc1 (centres undefined),0,4,1,-0.2,-9,34,62*,4,3,47
CCN1C(=O)/C(=C/N(C)C)c2ccccc21,4,6,-2,-0.5,-7,8,0,-1,-10,2
Cc1ccc(C(=O)NCc2ccc3c(c2)CCO3)cc1C,-3,-4,-1,2.3,-96,-53,18,-4,-50,6
Cc1ccc(CNC(=O)Nc2ccc(OC(F)(F)F)cc2)n1C,4,2,-2,-0.2,-12,11,5,-4,-42,-5
COC(=O)c1sccc1NC(=O)c1cc(-c2cccc(C)c2)nc2ccccc12,2,-7,-1,-0.1,11,38,-9,3,-24,-8
CCOc1ccccc1CNC(=O)c1ccc(NC(=O)C2=C(C)OCCS2)cc1,-3,4,20,-0.1,28,10,-19,-6,3,2
COC(=O)C1N[C@@H]([C@@H](NC(=O)COc2ccccc2)C(=O)NCc2ccc(OC)cc2)SC1(C)C (some centres undefined),x,1,-1,-1.1,8,6,1,x,x,-4
COc1ccc2c(c1)C=Cc1ccccc1O2,x,1,-5,0.4,-18,31,31,x,x,5
O=C1c2ccccc2C(=O)N1OCc1ccccc1,1,-2,-2,0.2,-31,14,-19,-1,-15,-7
CN(CC(=O)Nc1ccccc1Cl)CC(=O)Nc1c(F)cccc1F,-6,-3,-51,0.2,20,-16,u,0,-2,29
Cc1cccc(NC(=O)c2cc3n(n2)C(C(F)(F)F)CC(c2ccc4c(c2)OCO4)N3)c1 (centres undefined),0,-2,5,-0.7,8,14,-20,-1,-10,-10
Cc1ccc(OCC(=O)Oc2ccc(C)c(C)c2)cc1,0,-6,6,0.9,3,6,-4,-2,-20,2
Cc1c(Cl)c(=O)n2c(=O)c(Cl)c(C)n12,-10,-7,9,0.0,15,4,1,-2,-17,-6
Cc1cccc(-n2c(Cc3ccccc3)n[nH]c2=S)c1,-2,9,-5,-0.2,19,10,-19,-4,-43,-6
CCOC(=O)/C=C/C(=O)Nc1ccc(S(=O)(=O)Nc2nccs2)cc1,-10,x,-2,0.2,-2,20,1,1,-13,-10
O=C(c1ccc(Cl)cc1)N1CCCCC(Sc2nnc(-c3ccc4c(c3)OCO4)o2)C1=O (centres undefined),-1,0,8,-6.5,92*,36,-29,31*,-43,-18
O=C(Nc1cccc2cccnc12)C1CCCC1,3,x,-8,1.7,-12,15,21,-4,9,-2
COCCN1CN=C(NS(=O)(=O)c2ccc(C)cc2)NC1,1,-5,-3,0.1,-11,10,-20,-1,-27,-6
O=C(Nc1cc2nn(-c3ccccc3)nc2cc1Cl)c1ccco1,2,-4,16,2.8,-129,8,-5,-2,-36,18
COc1cc(CN2CCC(Cc3ccccc3)CC2)cc([N+](=O)[O-])c1O,0,-2,0,-0.1,13,42,20,4,-12,2
CC1=CC(=O)C=C(C)C1=NOC(=O)c1cccc([N+](=O)[O-])c1,9,0,-2,-1.4,37,63,4,5,-11,-3
O=c1[nH]c2cc3c(cc2cc1CN(CCCO)C(=S)NCc1ccco1)OCO3,-2,-1,6,0.2,7,15,-5,1,-9,1
O=C(CSc1nnnn1-c1ccccc1)Nc1ccc(N2CCOCC2)c(Cl)c1,-4,1,-2,0.0,6,30,2,-2,-18,1
COc1ccc(C(=O)NCCCNC(=O)c2cnccn2)cc1,-7,4,x,-1.0,-13,9,3,1,7,-5
COC(=O)C1=C(C)NC2=C(C(=O)CC(C)(C)C2)C1c1ccccn1 (centres undefined),1,-18,8,-0.5,10,15,-9,-1,3,-4
Cc1cc(C)nc(N/N=C/c2ccc3c(c2)OCCO3)n1,4,-3,-7,0.1,-49,26,14,-1,-4,1
Cc1ccc(NC(=O)c2cc(F)c(F)cc2Cl)nc1,-1,8,4,2.6,-130,18,-16,-3,-124,3
COc1ccc(C(=O)N2CCOC2CNC(=O)C(=O)NCc2ccc3c(c2)OCO3)cc1 (centres undefined),-7,8,2,-0.9,-2,0,6,-3,-20,0
Cc1cccc(CCNC(=O)CCc2c(C)nc3ncnn3c2C)c1,0,1,-3,1.4,-16,18,11,-2,-6,-1
COc1ccccc1NC(=O)c1ccc(CN(c2cc(Cl)ccc2C)S(=O)(=O)c2ccccc2)cc1,-1,4,7,0.0,-2,14,0,4,-20,-13
CCNc1nc(OC)nc(Oc2ccc(C(=O)OC)cc2)n1,1,-1,5,-16,10,-17,9,0,-23,-5
Cc1cc(-c2sccc2C)nc(-n2cccc2)n1,18,1,-4,0.6,-59,5,10,-1,1,8
CN(C)[C@@H](CO)c1nnc([C@H](CC(=O)O)NC(=O)C2CCNCC2)o1,3,-3,-1,0.6,-19,18,-2,13,-10,-6
CCOC(=O)N1CCN(C(=O)CSc2ccc(-c3ccc(OC)c(OC)c3)nn2)CC1,-4,x,10,0.0,23,20,1,0,-30,1
Cn1c(N)c(C(=O)COC(=O)C2CCCC2)c(=O)n(C)c1=O,-5,-9,-1,-0.5,-6,45,-4,-3,-8,1
OCCN1CCN(Cc2cc(Cl)c3cccnc3c2O)CC1,-3,2,-8,2.5,20,-13,19,0,-15,-2
COC(=O)N/N=C/c1cc(N=Nc2ccccc2)ccc1O,0,2,1,-0.6,-38,24,4,-3,-39,3

Next part
Structure,IEC-6 cytotox,HDAC3 inhib,Platelet DG rel,HIF activator,aSyn 5UTR inh,AI-2 QS modul,HSF-1 act,HSP90 refold inh,KLF5 inhibitor,HSF1 inhib
COc1ccc(CNC(N)=O)cc1,-2,-3,-6,0.3,-49,6,-11,-2,-4,-10
O=C(O)C1CCN(C(=O)CCN2C(=O)S/C(=C\c3ccccc3)C2=O)CC1,7,1,-3,-0.2,23,22,1,0,-13,0
CCn1c(SCC(=O)OC2CCCCC2)nc2ccccc2c1=O,-4,-7,0,0.1,-16,-10,18,0,-10,1
CCN(C(=O)c1cnc2scc(C)n2c1=O)c1ccccc1C,-2,x,4,0.0,-7,11,-22,0,-9,-2
Nc1nc2ccccc2n1C(=O)CCc1ccccc1,9,-15,10,-0.1,-63,21,38,0,-143,14
Nn1c(COc2ccccc2)nnc1SCC(=O)O,0,5,-5,-0.6,8,19,-13,1,-7,2
COc1ccc(C/C(O)=C(\C#N)c2nc3ccccc3[nH]2)cc1OC,-3,-1,-13,0.0,4,20,59*,7,-10,15
O=C(NNC(=O)c1ccc(Br)cc1)c1ccncc1,7,0,0,1.6,-7,26,-6,4,-23,-7
c1ccc(OCCSc2nc3ccccc3[nH]2)cc1,-8,11,-1,2.2,-128,-21,38,0,-54,26
CCCc1nc(SCC(=O)N2CCC(C)CC2)c2c(=O)n(C)c(=O)n(C)c2n1,6,-4,8,-0.5,17,3,-7,0,-14,-5
O=C(Nc1ccc(-c2csc(Nc3cccc(C(F)(F)F)c3)n2)cc1)c1cccc(C(F)(F)F)c1,x,20,-6,-4.1,17,48,16,x,x,8
COc1ccc(Nc2nc(N)c(C(=O)c3ccc(OC)cc3)s2)cc1,66*,5,4,3.6,18,5,12,1,41,14
COc1ccccc1CNC(=O)c1c(N)n(CCCN2CCOCC2)c2nc3ccccc3nc12,6,x,-16,-0.4,22,8,u,3,10,3
O=C(NCC1CCCO1)c1ccc(COc2ccccc2Br)cc1 (centres undefined),-2,-10,-3,0.5,12,16,13,0,7,13
Cc1occc1C(=O)Nc1cccc(/C=C/C(=O)O)c1,0,-15,16,-2.3,8,14,-2,-2,-34,0
CN1/C(=C/C2CC(=O)N(c3ccc([N+](=O)[O-])cc3)C2=O)C(C)(C)c2ccccc21 (centres undefined),-4,4,-5,0.1,0,21,1,8,-34,6
CC(C)C[C@H](NC(=O)OC(C)(C)C)C(=O)N[C@@H](CO)[C@H](O)[C@@H]1C[C@@H]1C(=O)NC1CCCCC1,-1,-4,3,0.3,-25,-8,-8,-2,-14,-7
O=C(NCc1cccc(Br)c1)c1cc(-c2ccccc2)nn1CC1CC(c2cccnc2)=NO1 (centres undefined),x,0,0,0.4,-16,25,-13,x,x,-7
Cc1oc2ccc(OCc3c(F)cccc3Cl)cc2c1C(=O)O,6,1,2,-0.6,10,31,-66,3,-9,-57*
O=C(C(c1ccccc1)N1CCOCC1)N1CCOCC1 (centres undefined),10,2,6,-0.2,11,18,-5,6,-2,-2
O=C(CSc1ccc2nnc(CCNC(=O)c3ccccc3)n2n1)Nc1ccccc1F,-3,-4,-2,x,7,20,x,-3,-15,x
Cc1nc(C(=O)NC2CCOCC2)sc1C1(C)CC(c2cccc([N+](=O)[O-])c2)=NO1 (centres undefined),x,1,1,-0.7,18,5,-8,x,x,4
Cc1ccc(N2C(=O)CSC2c2cccnc2)cc1F (centres undefined),-7,0,-6,-0.3,9,10,-8,3,-3,-7
